Compound activity: PubChem, NCI
Growth percent in the NCI-60 one-dose screen (48 h, 10 µM unless noted): 100 = growth as untreated, 0 = no growth, -100 = all killed.
OVCAR-4: OVCAR-4 ovarian cancer cells; 80,000 compounds, 3.7% hits; AID 1794784
SK-OV-3: SK-OV-3 ovarian cancer cells; 80,000 compounds, 3.2% hits; AID 1794785
OVCAR-5: OVCAR-5 ovarian cancer. AID 1794783. 82,000 compounds, 2.9% hits
DU-145: DU-145 prostate cancer; 81,000 compounds, 4.2% hits
NCI/ADR-RES: NCI/ADR-RES ovarian cells; 81,000 compounds, 4.4% hits
OVCAR-3: OVCAR-3 ovarian cancer; 79,000 compounds, 7% hits; AID 1794787
OVCAR-8: OVCAR-8 ovarian cancer; 81,000 compounds, 4.4% hits
IGROV1: IGROV1 ovarian cancer. 79,000 compounds, 4.7% hits
* hit, by the source's call; [ ] = another dose, or the depositor's remark. How the source made its calls: active means growth percent below 10; inactive means the rest.

For COc1ccc(Cn2cnc3cc(C(=O)Nc4cccc5ccccc45)ccc32)c(OC)c1 the results were OVCAR-4 44.4[30 µM], SK-OV-3 31.0[30 µM], OVCAR-5 16.3[30 µM], DU-145 -7.1*[30 µM], NCI/ADR-RES 3.4*[30 µM], OVCAR-3 -17.8*[30 µM], OVCAR-8 14.7[30 µM] and IGROV1 14.7[30 µM].
`O=C1CCN(c2ccc3ccccc3c2)C(=S)N1` gave OVCAR-4 87.8, SK-OV-3 106.2, OVCAR-5 99.4, DU-145 106.3, NCI/ADR-RES 111.8, OVCAR-3 104.0, OVCAR-8 102.2 and IGROV1 108.9.
Screening O=C(O)CCN(CCC(=O)O)S(=O)(=O)c1ccccc1 returned OVCAR-4 107.6, SK-OV-3 93.1, OVCAR-5 108.6, DU-145 99.9, NCI/ADR-RES 97.8, OVCAR-3 102.3, OVCAR-8 97.6 and IGROV1 107.0.
COc1ccc2nc(NC(=O)CSc3nnc4n3S(=O)(=O)c3ccccc3N4c3ccccc3)sc2c1 was read as OVCAR-4 91.8, SK-OV-3 100.1, OVCAR-5 94.2, DU-145 99.3, NCI/ADR-RES 93.5, OVCAR-3 104.3, OVCAR-8 51.2 and IGROV1 27.7.
`COC(=O)[C@@]12CC=C(C)[C@]3(C[C@H](c4ccoc4)OC3=O)[C@H]1C=C[C@@H](O)[C@@]2(O)C(=O)OC` gave OVCAR-4 110.1, SK-OV-3 99.9, OVCAR-5 102.7, DU-145 98.3, NCI/ADR-RES 102.3, OVCAR-3 105.3, OVCAR-8 96.4 and IGROV1 92.4.
CCOc1cc(CNc2ccc(N3CCOCC3)c(C(=O)O)c2)ccc1OC was read as OVCAR-4 101.8, SK-OV-3 119.8, OVCAR-5 102.2, DU-145 100.6, NCI/ADR-RES 101.6, OVCAR-3 104.6, OVCAR-8 95.2 and IGROV1 103.4.
COc1cc(/C=C2\C(=O)N(CCCn3c4ccccc4c(=O)c4ccccc43)c3ccccc32)cc(OC)c1O was read as OVCAR-4 63.2, SK-OV-3 107.5, OVCAR-5 94.2, DU-145 62.5, NCI/ADR-RES 72.6, OVCAR-3 63.2, OVCAR-8 54.6 and IGROV1 50.9.
CC(O)Cc1ccc2c(c1)OCO2 (stereo not drawn) was read as OVCAR-4 120.7, SK-OV-3 117.7, OVCAR-5 110.2, DU-145 103.2, NCI/ADR-RES 106.4, OVCAR-3 104.6, OVCAR-8 100.5 and IGROV1 105.9.
`CCCCOc1ncnc2c1CC(C)c1cc(Cl)ccc1N2C` (stereo not drawn) gave OVCAR-4 96.0, SK-OV-3 84.8, OVCAR-5 90.5, DU-145 104.4, NCI/ADR-RES 95.8, OVCAR-3 110.7 and OVCAR-8 101.5.
For Nc1nc(=O)n([C@H]2C[C@H](O)[C@@H](CO)O2)cc1C=O the results were OVCAR-4 78.1, SK-OV-3 116.3, OVCAR-5 94.2, DU-145 71.7, NCI/ADR-RES 9.5*, OVCAR-3 116.5, OVCAR-8 11.3 and IGROV1 105.8.
O=C(/C=C/c1ccccc1F)c1cccc(OCCCOc2cccc(C(=O)/C=C/c3ccccc3F)c2)c1 was read as OVCAR-4 103.7, SK-OV-3 97.2, OVCAR-5 100.3, DU-145 107.9, NCI/ADR-RES 106.2, OVCAR-3 110.4, OVCAR-8 104.1 and IGROV1 87.6.
`N#Cc1c(-c2ccc(Cl)cc2)nc(NN2C(=O)CCC2=O)nc1N1CCOCC1` gave OVCAR-4 104.1, SK-OV-3 102.2, OVCAR-5 96.9, DU-145 108.0, NCI/ADR-RES 109.0, OVCAR-3 120.8, OVCAR-8 104.6 and IGROV1 104.9.
Screening c1ccc(CC(c2ccccc2)c2ccccc2)cc1 returned OVCAR-4 90.8, SK-OV-3 110.6, OVCAR-5 90.5, DU-145 113.3, NCI/ADR-RES 104.1, OVCAR-3 103.0, OVCAR-8 99.6 and IGROV1 109.3.
For CCCCOc1c(Cl)c(Cl)cc(Cl)c1Cl the results were OVCAR-4 104.5, SK-OV-3 103.3, OVCAR-5 103.9, DU-145 122.1, NCI/ADR-RES 100.6, OVCAR-3 116.8, OVCAR-8 104.4 and IGROV1 92.4.
For C[C@@H]1CC2C3C[C@H](F)C4=CC(=O)C=C[C@]4(C)[C@@]3(F)[C@@H](O)C[C@]2(C)[C@@]1(O)C(=O)CO (stereo partly drawn) the results were OVCAR-4 113.1, SK-OV-3 65.6, DU-145 80.8, NCI/ADR-RES 83.1, OVCAR-3 112.9, OVCAR-8 82.1 and IGROV1 99.8.
For O=[N+]([O-])c1cc(Cl)c(Cl)cc1NS(=O)(=O)c1ccccc1 the results were OVCAR-4 81.6, SK-OV-3 94.8, OVCAR-5 112.1, DU-145 99.3, NCI/ADR-RES 90.8, OVCAR-3 77.4, OVCAR-8 85.9 and IGROV1 91.5.
For Cc1ccc(-c2nc(Nc3ccccc3S(N)(=O)=O)c3ccccc3n2)cc1 the results were OVCAR-4 74.2, SK-OV-3 91.4, OVCAR-5 85.3, DU-145 77.6, NCI/ADR-RES 55.7, OVCAR-3 97.1, OVCAR-8 55.6 and IGROV1 82.3.
Nn1c(=O)n(-c2cccc(C(F)(F)F)c2)c(=O)c2cc(-c3ccc(F)cc3F)ccc21 was read as OVCAR-4 28.8, SK-OV-3 -8.6*, OVCAR-5 47.2, DU-145 24.4, NCI/ADR-RES 2.6*, OVCAR-8 10.0* and IGROV1 20.9.
CCOc1ccc(NC(=O)/C=C(C)/C=C/C=C(C)/C=C/C2=C(C)CCCC2(C)C)cc1 was read as OVCAR-4 110.9, SK-OV-3 87.0, OVCAR-5 102.9, DU-145 108.6, NCI/ADR-RES 99.3, OVCAR-3 100.8 and OVCAR-8 95.5.
`O=C(CN1C(=O)S/C(=C\c2ccccc2)C1=O)Nc1ccc(C(=O)/C=C/c2cc3ccccc3nc2Cl)cc1` gave OVCAR-4 41.9, SK-OV-3 82.5, OVCAR-5 99.5, DU-145 91.4, NCI/ADR-RES 88.8, OVCAR-3 85.6, OVCAR-8 81.9 and IGROV1 80.4.
COC(=O)/C=C1/CCCCC1(C)C(=O)OC (stereo not drawn) was read as OVCAR-4 102.9, SK-OV-3 109.7, OVCAR-5 118.5, DU-145 112.1, NCI/ADR-RES 110.9, OVCAR-3 117.6, OVCAR-8 98.4 and IGROV1 107.0.
For CCS(=O)(=O)Nc1ccc(C(=O)CC2(O)C(=O)Nc3ccccc32)cc1 (stereo not drawn) the results were OVCAR-4 107.9, SK-OV-3 104.6, OVCAR-5 102.4, DU-145 109.4, NCI/ADR-RES 96.7, OVCAR-8 100.7 and IGROV1 90.0.
For COc1c(/C=N/N=c2sc(C(C)=O)nn2-c2ccc([N+](=O)[O-])cc2)c(O)cc2oc(C)cc(=O)c12 the results were OVCAR-4 94.2, SK-OV-3 128.1, OVCAR-5 101.7, DU-145 101.6, NCI/ADR-RES 100.6, OVCAR-3 100.7, OVCAR-8 102.6 and IGROV1 105.3.
Clc1ccc2[nH]c3c(NCCCN4CCOCC4)ncnc3c2c1 was read as OVCAR-4 77.5, SK-OV-3 81.5, OVCAR-5 90.8, DU-145 87.3, NCI/ADR-RES 65.9, OVCAR-3 85.3, OVCAR-8 66.5 and IGROV1 63.1.
CC(C)CSc1nc(Nc2ccccc2)c(C#N)c(-c2ccc(F)cc2)n1 was read as OVCAR-4 -81.3*, SK-OV-3 46.8, OVCAR-5 40.8, DU-145 75.9, NCI/ADR-RES 41.1, OVCAR-3 -33.2*, OVCAR-8 29.4 and IGROV1 1.7*.
`CCN1CCN(c2cc(C)nc(NCc3cc(Nc4ccnc5cc(Cl)ccc45)ccc3F)n2)CC1` gave OVCAR-4 50.5, SK-OV-3 87.5, OVCAR-5 56.0, DU-145 50.7, NCI/ADR-RES 82.8, OVCAR-3 101.1, OVCAR-8 69.6 and IGROV1 59.1.
Screening COC(=O)c1ccccc1C(=O)OC1CCCCC1 returned OVCAR-4 94.3, SK-OV-3 105.7, OVCAR-5 89.5, DU-145 108.5, NCI/ADR-RES 91.6, OVCAR-3 105.0, OVCAR-8 101.6 and IGROV1 96.1.
CCNCCNc1cc(-c2ccc(S(C)=O)cc2)c(C#N)c2nc3ccccc3n12 (stereo not drawn) was read as OVCAR-4 93.9, SK-OV-3 91.6, OVCAR-5 95.1, DU-145 96.0, NCI/ADR-RES 98.9, OVCAR-3 90.6, OVCAR-8 93.8 and IGROV1 101.1.
`O=c1c2ccccc2sc2c(N3CCCC3)nc3ccccc3c12` gave OVCAR-4 95.2, SK-OV-3 117.6, OVCAR-5 111.8, DU-145 99.0, NCI/ADR-RES 102.0, OVCAR-3 106.7, OVCAR-8 93.6 and IGROV1 85.8.
Cc1cccc(N=Nc2sc(-n3[nH]c(=O)ccc3=O)nc2C)c1 was read as OVCAR-4 101.0, SK-OV-3 98.8, OVCAR-5 112.6, DU-145 106.5, NCI/ADR-RES 102.0, OVCAR-3 103.9, OVCAR-8 95.6 and IGROV1 97.8.
For CCN=c1sc(-c2ccc3ccccc3c2)cn1NC(=O)c1cc2ccc1CCc1ccc(cc1)CC2 the results were OVCAR-4 40.9, SK-OV-3 78.4, OVCAR-5 106.4, DU-145 87.8, NCI/ADR-RES 71.7, OVCAR-3 60.2, OVCAR-8 77.5 and IGROV1 80.3.
For O=C(O)C(=Cc1ccc(-c2ccccc2)cc1)C(=O)O the results were OVCAR-4 103.1, SK-OV-3 99.2, OVCAR-5 108.5, DU-145 106.0, NCI/ADR-RES 113.0, OVCAR-3 103.1, OVCAR-8 105.3 and IGROV1 117.8.
O=C(CCOCCOCCOCCNC(=O)COc1ccc2c(c1)OCC(c1ccc(F)cc1)C2=O)NCCCC(O)(P(=O)(O)O)P(=O)(O)O (stereo not drawn) was read as OVCAR-4 98.0, SK-OV-3 106.1, OVCAR-5 104.0, DU-145 107.8, NCI/ADR-RES 108.0, OVCAR-3 105.2, OVCAR-8 103.4 and IGROV1 113.5.
CCCCCCCCCCCCCCCCCCN=Cc1ccccc1O was read as OVCAR-4 94.8, SK-OV-3 91.6, OVCAR-5 83.6, DU-145 118.4, NCI/ADR-RES 95.9, OVCAR-3 104.9, OVCAR-8 98.1 and IGROV1 86.2.
For Cc1ccc2nc(-c3nc(-c4ccccc4)n4ccccc34)[nH]c2c1 the results were OVCAR-4 80.3, SK-OV-3 98.1, OVCAR-5 114.0, DU-145 95.5, NCI/ADR-RES 73.7, OVCAR-3 104.9, OVCAR-8 71.7 and IGROV1 70.0.
For CCOc1ccc(-c2nnc(-c3cc(OC)c(OC)c(OC)c3)n2-c2ccc(OC)cc2)cc1 the results were OVCAR-4 96.4, SK-OV-3 77.4, OVCAR-5 112.1, DU-145 98.4, NCI/ADR-RES 86.5, OVCAR-3 102.6, OVCAR-8 64.9 and IGROV1 88.2.
`COc1cccc(/C=C/C(=O)C(C)(C)C)c1` gave OVCAR-4 103.2, SK-OV-3 115.6, OVCAR-5 110.9, DU-145 105.8, NCI/ADR-RES 104.8, OVCAR-3 106.1, OVCAR-8 97.7 and IGROV1 102.6.
Screening Cc1ccc(S(=O)c2ccc(C)cc2)cc1 returned OVCAR-4 97.3, SK-OV-3 97.0, OVCAR-5 98.0, NCI/ADR-RES 114.7, OVCAR-3 108.9, OVCAR-8 100.3 and IGROV1 105.4.
For Cn1c(SCC(=O)c2ccc(Br)cc2)nc2ccccc2c1=O the results were OVCAR-4 81.8, SK-OV-3 98.9, OVCAR-5 106.3, DU-145 97.8, NCI/ADR-RES 96.5, OVCAR-3 102.1, OVCAR-8 96.8 and IGROV1 90.5.
For C/C(=N/N=C(N)N)c1ccc(F)cc1 the results were OVCAR-4 106.9, SK-OV-3 99.0, OVCAR-5 95.7, DU-145 135.0, NCI/ADR-RES 97.6, OVCAR-3 113.2, OVCAR-8 112.5 and IGROV1 143.9.
`CCOC(=O)CSC1=NCCN1` gave OVCAR-4 107.2, SK-OV-3 104.8, OVCAR-5 102.7, DU-145 107.4, NCI/ADR-RES 102.5, OVCAR-3 106.4, OVCAR-8 96.0 and IGROV1 106.9.

Seven neighbouring records already listed, for reference:
Screening COC(=O)c1ccccc1C(=O)OC1CCCCC1 returned OVCAR-4 94.3, SK-OV-3 105.7, OVCAR-5 89.5, DU-145 108.5, NCI/ADR-RES 91.6, OVCAR-3 105.0, OVCAR-8 101.6 and IGROV1 96.1.
CCNCCNc1cc(-c2ccc(S(C)=O)cc2)c(C#N)c2nc3ccccc3n12 (stereo not drawn) was read as OVCAR-4 93.9, SK-OV-3 91.6, OVCAR-5 95.1, DU-145 96.0, NCI/ADR-RES 98.9, OVCAR-3 90.6, OVCAR-8 93.8 and IGROV1 101.1.
`O=c1c2ccccc2sc2c(N3CCCC3)nc3ccccc3c12` gave OVCAR-4 95.2, SK-OV-3 117.6, OVCAR-5 111.8, DU-145 99.0, NCI/ADR-RES 102.0, OVCAR-3 106.7, OVCAR-8 93.6 and IGROV1 85.8.
Cc1cccc(N=Nc2sc(-n3[nH]c(=O)ccc3=O)nc2C)c1 was read as OVCAR-4 101.0, SK-OV-3 98.8, OVCAR-5 112.6, DU-145 106.5, NCI/ADR-RES 102.0, OVCAR-3 103.9, OVCAR-8 95.6 and IGROV1 97.8.
For CCN=c1sc(-c2ccc3ccccc3c2)cn1NC(=O)c1cc2ccc1CCc1ccc(cc1)CC2 the results were OVCAR-4 40.9, SK-OV-3 78.4, OVCAR-5 106.4, DU-145 87.8, NCI/ADR-RES 71.7, OVCAR-3 60.2, OVCAR-8 77.5 and IGROV1 80.3.
For O=C(O)C(=Cc1ccc(-c2ccccc2)cc1)C(=O)O the results were OVCAR-4 103.1, SK-OV-3 99.2, OVCAR-5 108.5, DU-145 106.0, NCI/ADR-RES 113.0, OVCAR-3 103.1, OVCAR-8 105.3 and IGROV1 117.8.
O=C(CCOCCOCCOCCNC(=O)COc1ccc2c(c1)OCC(c1ccc(F)cc1)C2=O)NCCCC(O)(P(=O)(O)O)P(=O)(O)O (stereo not drawn) was read as OVCAR-4 98.0, SK-OV-3 106.1, OVCAR-5 104.0, DU-145 107.8, NCI/ADR-RES 108.0, OVCAR-3 105.2, OVCAR-8 103.4 and IGROV1 113.5.
